Screening data from PubChem.
Gli-Sufu block: blocks Gli-Sufu signaling in a luciferase reporter; inhibition, % at 5 µM; Sufu-KO-LIGHT fibroblasts, Gli luciferase reporter luminescence; AID 588413; hit rate 0.74% among 340,000;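 active = inhibition above about 55%, limit read from the data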;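 note: 0% = DMSO-treated cells and 100% = wells with medium but no cells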
XBP1 UPR activ: adaptive UPR (XBP1) activation; hit rate 0.33% among 330,000; CHO-XBP1 luciferase reporter, IRE1-XBP1 UPR activation, luminescence; percent of tunicamycin response, DMSO as zero; activation, % at 20 µM;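 active = versus positive control, 20 µM dose yields 30% or more activation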;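 note: 100% = tunicamycin at 10 µg/mL and 0% = DMSO only wells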
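Assay system: CHO-XBP1 luciferase reporter cells; Schedule: 6 h treatment, 37 °C; Detection: glow luminescence from Steady-Glo reagent; Benchmarks: high control tunicamycin 10 µg/mL final, low control DMSO vehicle only.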
Jurkat NFkB inh: lowers PMA/ionomycin-induced NF-kB signal in Jurkat cells; PMA/ionomycin-induced NF-kB luciferase reporter, luminescence; inhibition, % at 4 µM; hit rate 0.53% among 330,000; AID 435003; in the data active = inhibition above about 50%
EBI2 antag: EBI2 (human) antagonism; EBI2 beta-arrestin recruitment, luminescence, 7a,25-OHC stimulated; inhibition, % at 5 µM; hit rate 0.81% among 360,000; AID 651636; in the data active = inhibition above about 38%;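 note: enzyme fragment complementation signal reports receptor beta-arrestin coupling in cells; 0% = agonist plus DMSO wells and 100% = wells without agonist; some results beyond the cut were filed as inactive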
Target sequence (P32249 whole entry, looked up, the tested form may be a part): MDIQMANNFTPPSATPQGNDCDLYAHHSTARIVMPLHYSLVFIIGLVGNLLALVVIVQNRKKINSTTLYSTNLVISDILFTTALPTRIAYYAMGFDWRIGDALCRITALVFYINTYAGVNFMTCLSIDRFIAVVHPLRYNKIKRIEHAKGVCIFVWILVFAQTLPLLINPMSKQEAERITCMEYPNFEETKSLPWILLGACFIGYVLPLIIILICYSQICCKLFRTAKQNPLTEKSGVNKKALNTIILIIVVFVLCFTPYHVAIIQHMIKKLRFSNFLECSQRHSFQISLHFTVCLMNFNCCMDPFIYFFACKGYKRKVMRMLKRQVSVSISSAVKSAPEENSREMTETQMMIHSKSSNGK
Mdm2-MdmX inh: inhibitors of human Mdm2/MdmX interaction | inhibition, % at 8 µM | AID 485346 | hit rate 3% among 330,000 | SaOS-2 split-luciferase Mdm2/MdmX complementation, luminescence;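 active = inhibition of at least 50% at 8 µM in the primary screen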
UPR CHOP act: activators of apoptotic arm of unfolded protein response (CHOP); CHO-CHOP luciferase reporter, UPR activation, luminescence; percent of tunicamycin response over DMSO baseline; hit rate 0.34% among 330,000; activation, % at 10 µM; AID 449763;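 active = at 10 µM dose, activation of 40% or more, normalized to positive control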;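 note: 100% = tunicamycin at 10 µg/mL and 0% = DMSO alone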
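Material: CHO-CHOP cells, stable luciferase reporter of PERK-eIF2a-CHOP signalling; quantity: 500 reporter cells seeded per well; buffer or medium: F12 medium containing 10% fetal bovine serum; compound: one dose, 10 µM in 0.5% DMSO; incubation: 6 h compound treatment, 37 °C; measured by: Steady-Glo luciferase luminescence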
CXCR6 block: inhibitors of human CXCR6 receptor. CHO-K1 PathHunter CXCR6 beta-arrestin, luminescence. inhibition, % at 20 µM. hit rate 0.36% among 360,000; in the data active = inhibition above about 34%, passing the limit was not always enough;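 note: antagonist mode with CXCL16 agonist at 10 nM final; 0% = 10 nM CXCL16 with DMSO and 100% = unstimulated wells without agonist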
Target sequence (O00574 whole entry, looked up): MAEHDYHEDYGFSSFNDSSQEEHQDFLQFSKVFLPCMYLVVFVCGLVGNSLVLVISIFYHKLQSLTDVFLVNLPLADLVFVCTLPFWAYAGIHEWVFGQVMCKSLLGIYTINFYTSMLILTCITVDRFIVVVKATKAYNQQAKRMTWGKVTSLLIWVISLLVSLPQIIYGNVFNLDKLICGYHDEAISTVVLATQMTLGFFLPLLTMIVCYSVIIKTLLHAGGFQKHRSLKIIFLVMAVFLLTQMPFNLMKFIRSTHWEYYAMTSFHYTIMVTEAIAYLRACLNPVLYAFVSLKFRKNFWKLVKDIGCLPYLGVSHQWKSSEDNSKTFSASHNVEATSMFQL
697 NFkB inh: inhibitors of the PMA/ionomycin-induced NF-kB reporter in 697 B cells; 697 B-cell NF-kB luciferase reporter, 16 h; inhibition, % at 4 µM; hit rate 0.33% among 330,000; in the data active = inhibition above about 35%
CCR6 antag: CCR6 (human) receptor antagonism | AID 493098 | P51684 | hit rate 0.49% among 340,000 | CHO-K1 CCR6 PathHunter beta-arrestin, luminescence, CCL20-stimulated | inhibition, % at 20 µM;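 active = compounds whose inhibition of the agonist-driven luminescence signal at 20 µM reaches about 50%, limit read from the data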;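 note: cells stimulated with CCL20 at 14 nM final; plate controls were DMSO with CCL20 for no effect and DMSO without agonist for full effect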
Target sequence (P51684 whole entry, looked up): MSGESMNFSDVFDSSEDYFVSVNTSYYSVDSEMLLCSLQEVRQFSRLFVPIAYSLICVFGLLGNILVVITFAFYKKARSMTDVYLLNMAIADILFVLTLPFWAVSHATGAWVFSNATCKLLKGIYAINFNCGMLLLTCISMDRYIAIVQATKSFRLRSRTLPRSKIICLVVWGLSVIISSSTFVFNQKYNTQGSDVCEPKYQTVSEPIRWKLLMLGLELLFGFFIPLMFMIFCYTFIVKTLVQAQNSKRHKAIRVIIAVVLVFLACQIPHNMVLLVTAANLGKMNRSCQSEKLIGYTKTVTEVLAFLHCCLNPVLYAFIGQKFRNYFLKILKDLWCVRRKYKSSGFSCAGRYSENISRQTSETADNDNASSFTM
Numbers without * were called inactive; · = no result given. Rows were taken by chance; about 5% have a hit in one of these screens.

smiles,XBP1 UPR activ,EBI2 antag,Mdm2-MdmX inh,Jurkat NFkB inh,CCR6 antag,UPR CHOP act,CXCR6 block,Gli-Sufu block,697 NFkB inh
CCOC(=O)C1(CC2CC2)CCN(Cc2cnc(N(C)C)s2)CC1,-2,-4,4,10,-2,-2.6,-2,7,4
CC(N=C1NS(=O)(=O)c2ccccc21)C(=O)N1CCc2ccccc2C1 (configuration not stated),-1,-5,-16,-10,3,2.4,6,-6,-17
COc1ccccc1CCNS(=O)(=O)c1cn(C)c(=O)n(C)c1=O,4,1,-15,-2,9,-0.5,5,-7,-21
CCOC(=O)C(=Cc1cn(C)c2ccc(S(=O)(=O)N(C)C)cc12)C(=O)OCC,-3,9,34,12,14,0.2,13,6,-15
O=C(Cn1cnc2ccc(Cl)cc2c1=O)c1cccs1,4,-7,4,15,-8,-0.7,5,-3,5
Cc1nc2c(C)cccc2cc1C(=O)N/N=C/c1ccc(C(=O)O)cc1,1,4,-15,-22,7,-0.3,-6,-8,-24
Cc1cc(C)c2nc(NC(=O)c3cc(C)on3)sc2c1,5,5,-8,-19,13,0.1,4,-25,7
COCCNC(=S)Nc1ccc2nsnc2c1,-1,-4,-3,0,-8,-1.4,-9,-5,0
Cc1cc(C)cc(NC(=O)NN2C(C)CCCC2C)c1 (configuration not stated),-2,1,-2,-8,8,-0.6,-1,-7,-20
O=C(NCc1ccccc1)c1ccc(S(=O)(=O)C(F)F)cc1,-1,25,9,-10,9,-0.9,-4,-4,9
O=C(CSc1ccc(-c2ccc(Cl)cc2)nn1)N1CCCc2ccccc21,3,11,-13,18,15,7.4,-3,5,-68
CSc1nc(C(C)C)ccc1CNC(=O)CC(C)c1ccccc1 (configuration not stated),-2,18,-19,12,0,0.3,-5,-14,4
CCOC(=O)/C(=N\Nc1cc(C(F)(F)F)ccc1Cl)N(CC)CC,-1,5,15,4,12,2.0,-2,3,9
C=CCN1C(=O)C(CC(=O)Nc2ccc(OCCC)cc2)N(CCCN2CCN(Cc3ccccc3)CC2)C1=S (configuration not stated),7,5,80*,0,6,3.8,-7,7,8
O=C(NC1CCCCCC1)c1cc(-c2ccccn2)nc2ccccc12,-3,1,-10,-1,8,-2.9,3,-4,-13
CCCCN(C)C(=O)C1CCC(CNS(=O)(=O)c2ccc3c(c2)CC(C)N3C(=O)C2CC2)CC1 (configuration not stated),-5,-3,35,15,2,-1.3,6,29,-6
COc1cc(C(=O)Nc2c(C)cc(C)cc2C)c([N+](=O)[O-])cc1OC,-2,1,1,-2,-18,1.1,3,3,12
Cc1noc(C)c1COC(=O)Cc1ccc(Cl)cc1,-1,9,9,2,-2,-0.1,5,9,12
CC(C)(C)[C@]1(O)CCN2C[C@H]3c4ccccc4CCc4cccc(c43)[C@@H]2C1,-8,3,66*,-3,10,0.8,12,5,11
CC(CCc1ccccc1)NC(=O)CN1CCN(Cc2ccc(Cl)cc2)C1=O (configuration not stated),0,4,18,-11,6,-1.9,-9,1,-10

Continued, overlapping the part above by two compounds.
smiles,XBP1 UPR activ,EBI2 antag,Mdm2-MdmX inh,Jurkat NFkB inh,CCR6 antag,UPR CHOP act,CXCR6 block,Gli-Sufu block,697 NFkB inh
CC(C)(C)[C@]1(O)CCN2C[C@H]3c4ccccc4CCc4cccc(c43)[C@@H]2C1,-8,3,66*,-3,10,0.8,12,5,11
CC(CCc1ccccc1)NC(=O)CN1CCN(Cc2ccc(Cl)cc2)C1=O (configuration not stated),0,4,18,-11,6,-1.9,-9,1,-10
COc1cccc(CNCc2ccc3c(c2)OCO3)c1,-5,9,13,-4,1,-0.4,13,6,8
CC(C)(C)n1nnnc1C(c1ccncc1)N1CCCCCC1 (configuration not stated),-1,4,-6,-6,3,-2.0,0,3,-1
CCCCOc1ccc(OCCNS(=O)(=O)N(C)C)cc1,2,-8,-3,-2,6,1.5,-4,-10,-13
CCC(=O)NC(=S)Nc1ccc(NC(=O)COc2ccc(Cl)c(C)c2)cc1,-2,-2,12,1,6,-0.6,-6,-4,8
COc1cccc(NCc2nnc(SCC(=O)NC3CCS(=O)(=O)C3)n2C2CCCCC2)c1 (configuration not stated),2,1,-17,-10,-6,1.0,6,-2,10
CS(=O)(=O)N(CC(=O)NCC1CCCO1)c1cc(Cl)cc(Cl)c1 (configuration not stated),-2,-5,2,10,-8,1.5,-4,5,13
CC(C)n1nc(C(=O)NCc2ccc3c(c2)OCO3)c2ccccc2c1=O,-3,14,10,2,14,-0.1,1,10,7
COCc1ccc(CN2CCCC(CCC(=O)NCc3ccc(C)o3)C2)o1 (configuration not stated),-1,3,-15,-4,0,-0.3,4,12,25
O=S(=O)(c1ccc(F)cc1)N1CCN(C(=S)NCc2ccccc2)CC1,-1,-2,14,-12,27,-0.9,4,5,-4
CCc1ccc(S(=O)(=O)Nc2nnc(N)s2)cc1,1,-17,-15,2,7,2.3,0,-6,10
O=C(CN(C1CCCCC1)S(=O)(=O)c1ccccc1)NCc1ccco1,0,-3,11,-12,0,-2.4,-16,-4,-14
CCC1CCCCN1CCCNC(=O)CN1C(=O)COc2ccc(S(=O)(=O)N3CCOCC3)cc21 (configuration not stated),-2,3,12,6,6,-0.2,-5,-5,5
O=C(CCC(=O)N1CCN(S(=O)(=O)c2ccc(Cl)cc2)CC1)NCc1ccccc1,0,-1,-13,-8,11,2.5,-2,2,-5
O=C(CC1S/C(=N/N=C/c2cccs2)NC1=O)Nc1ccccc1F (configuration not stated),0,-2,18,0,6,0.8,0,0,9
O=C(c1cc2cc(Cl)ccc2[nH]1)N1CCN(c2ccc(F)cc2)CC1,-8,84*,-7,1,-7,-0.1,-2,-1,-13
O=c1[nH]c(C2CCN(S(=O)(=O)c3ccc(C(F)(F)F)cc3)CC2)nc2c1nnn2Cc1ccccc1,-5,8,12,5,-11,0.3,-1,3,-8
COC(=O)c1c(N(S(C)(=O)=O)S(C)(=O)=O)sc2c1CCN(c1ncc(C(F)(F)F)cc1Cl)C2,3,16,16,-16,1,1.5,-15,5,-19
CCOC(=O)c1cc(C#N)c(Nc2ccc(C)cc2)nc1C(F)(F)F,-1,-5,21,-2,5,0.4,4,-1,-1
CCOC(=O)Cn1c(=O)oc2cc(S(=O)(=O)N3CCCC(C)C3)ccc21 (configuration not stated),-1,-2,1,0,7,-0.8,5,-6,-4
CCOC(=O)c1c(C2CC2)csc1NC(=O)COC(=O)c1cc(OC)c(OC)cc1[N+](=O)[O-],-2,3,17,-7,-7,-1.2,6,6,-22
Cc1ccc(S(=O)(=O)N(C)C)cc1NC(=S)Nc1ccc2cn[nH]c2c1,-1,-7,36,8,17,-0.6,-7,3,9
O=C(C1CCN(S(=O)(=O)c2cccc3nsnc23)CC1)N1CCN(c2ccccc2F)CC1,0,5,-43,0,4,0.2,1,-4,-1
CC(C)c1nc(NCCO)c(C#N)c2c1CCCC2,-1,3,53*,23,0,-0.7,5,-7,-24
CC(=O)Nc1sc(NC(=O)c2ccc(Cl)cc2)nc1-c1cccs1,2,-9,21,-9,5,3.4,-6,-14,13
C[C@H](CO)N1C[C@H](C)[C@@H](CN(C)S(=O)(=O)c2cccs2)Oc2c(NC(=O)Nc3ccccc3)cccc2C1=O,-1,0,23,-6,9,-1.7,-1,-7,12
Cn1c(Cn2c(=O)sc3ccccc32)nnc1SCC(=O)NCCc1ccccc1,-1,-7,-22,-21,4,-1.3,-5,-3,-9
CCOC(CNC(=O)Cc1c(C)nc2c(-c3ccccc3)c(C)nn2c1C)OCC,-1,-3,-14,9,4,-0.6,-8,-3,2
COc1ccc(N2CC(C(=O)N3CCN(c4ccccc4F)CC3)CC2=O)cc1 (configuration not stated),-2,-3,-6,-9,7,0.0,8,-1,-3
COc1ccc(NC(=O)C2CC(=O)OC2(C)C)cc1 (configuration not stated),1,2,23,-5,3,-0.1,6,7,-13
Cn1c(=O)c2[nH]c(CN(Cc3ccccc3)Cc3ccccc3)nc2n(C)c1=O,-4,8,-9,4,4,-0.6,-2,-24,-19
CCN1CCN(c2nc3ccccc3nc2NS(=O)(=O)c2ccc(NC(C)=O)cc2)CC1,-1,5,19,-19,4,1.1,3,2,-8
COc1ccc(C[C@H]2CN3C(=NC[C@@H]3Cc3ccccc3)N2CCNC(=O)CCC2CCCCC2)cc1,2,-3,88*,36,12,2.4,3,17,6
O=C(COc1ccccc1Cl)Nc1cc(Cl)ccc1Oc1ccccc1,-1,25,-5,-7,-2,-2.6,14,0,-2
CCOC(=O)Cn1c(=O)c2c(nc3n2CCCN3CCc2ccccc2)n(C)c1=O,0,1,-26,0,0,-2.2,2,25,-14
O=C(NCCN1CCOCC1)c1cn(-c2ccccc2)nc1-c1cccs1,1,-3,6,-11,14,2.0,-6,23,-18
C(/C=C/C=C/Nc1ccccc1)=Nc1ccccc1,-3,2,10,7,-7,1.9,0,4,2
C=CCN1C(=NC(=O)COc2ccccc2)SC2CS(=O)(=O)CC21 (configuration not stated),-1,8,-5,5,-2,2.1,1,-11,-21
CCc1c(C)c(C#N)c2nc3ccccc3n2c1NCC1CCCO1 (configuration not stated),-1,-11,18,10,4,1.9,5,10,-4
CN(C(=O)c1ccc2c(c1)OCCO2)c1c(N)n(Cc2ccccc2)c(=O)[nH]c1=O,-1,-2,18,20,3,2.4,3,-4,7
Cc1ccccc1CNC(=O)Cc1cccs1,-1,-8,-1,-15,11,1.3,-3,-24,2

Shown as a hit in EBI2 antag, of those listed so far:
canonical_smiles	XBP1 UPR activ	EBI2 antag	Mdm2-MdmX inh	Jurkat NFkB inh	CCR6 antag	CXCR6 block	697 NFkB inh
O=C(c1cc2cc(Cl)ccc2[nH]1)N1CCN(c2ccc(F)cc2)CC1	-8	84*	-7	1	-7	-2	-13

Additional results
smiles,XBP1 UPR activ,EBI2 antag,Mdm2-MdmX inh,Jurkat NFkB inh,CCR6 antag,UPR CHOP act,CXCR6 block,Gli-Sufu block,697 NFkB inh
CC[n+]1c(S(=O)(=O)[O-])ccc2ccc(C)cc21,0,-11,1,4,-18,1.5,9,-26,13
CS(=O)c1ccccc1COC(=O)Nc1cccc(Cl)c1 (configuration not stated),1,9,3,8,8,0.2,-8,1,-9
O=C(Nc1cccc(C(=O)O)c1)/C(=C\c1ccc2c(c1)OCO2)NC(=O)c1ccco1,-1,-9,28,1,9,0.3,0,-6,-2
CCCN1C(C)C(C(=O)OCC)=CN(Cc2ccc(Br)cc2)S1(=O)=O (configuration not stated),0,0,8,·,19,2.7,0,-6,17
COc1ccccc1-c1cc2nc(C)cc(C)n2n1,2,-8,-5,-23,11,4.2,-6,-8,-24
Cc1ccccc1NC(=O)C1CCN(C(=O)N2CCOc3ccccc32)CC1,1,-4,22,7,-9,-0.6,1,-9,-8
CN(CC(=O)Nc1cccc(F)c1)C(=O)c1ccc(C2SCCS2)cc1,1,-7,7,-3,22,-0.9,-8,-12,-18
Cc1cc(C)c(S(=O)(=O)c2ccccc2)c(OC(=O)c2c(F)cccc2F)n1,0,-6,-2,4,2,-2.6,4,1,12
COc1ccc(NC(=O)CSc2n[nH]c(-c3ccncc3)n2)cc1Cl,1,-5,3,10,14,-1.1,4,2,13
O=S1(=O)N=C(Nc2ccc(O)c(CN3CCCCC3)c2)c2ccccc21,-1,3,-5,19,9,0.3,0,8,15
